GPR151 ag = activates the human receptor GPR151; AID 1508602; Q8TDV0; activation, % at 11.2 µM; PathHunter beta-arrestin GPR151 cells, luminescence; actives 1% (n = 650,000); in the data active means activation above about 4.9%;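 further: 0% = median of compound wells and 100% = cells with positive control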
Target sequence (Q8TDV0 whole entry, looked up): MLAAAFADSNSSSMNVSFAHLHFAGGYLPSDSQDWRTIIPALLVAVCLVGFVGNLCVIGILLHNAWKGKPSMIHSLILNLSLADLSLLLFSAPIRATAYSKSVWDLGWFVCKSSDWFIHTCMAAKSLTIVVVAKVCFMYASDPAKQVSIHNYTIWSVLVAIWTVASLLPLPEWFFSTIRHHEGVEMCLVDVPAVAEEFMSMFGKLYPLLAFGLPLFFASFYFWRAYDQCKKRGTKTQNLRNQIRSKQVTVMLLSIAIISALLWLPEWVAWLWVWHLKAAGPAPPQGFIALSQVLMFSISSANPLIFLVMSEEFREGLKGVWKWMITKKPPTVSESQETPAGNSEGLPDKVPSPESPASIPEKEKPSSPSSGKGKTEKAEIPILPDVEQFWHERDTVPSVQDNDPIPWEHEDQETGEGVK
MITF inh = inhibitors of human MITF. inhibition, % at 2.6 µM. O75030. actives 0.91% (n = 650,000). AlphaScreen MITF homodimerization, bead proximity signal; in the data active means inhibition above about 50%;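 further: 0% = vehicle wells with protein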
FBW7 act = human FBW7 E3 ligase activation, primary screen; actives 0.13% (n = 650,000); normalized activity (activation), % at 26.1 µM; AlphaScreen FBW7–phospho-cyclin E peptide binding, activator screen; AID 1259310; in the data active means normalized activity above about 1.9%;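 further: purified mutant Fbw7 with reduced substrate affinity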
Target sequence (Q969H0 whole entry, looked up): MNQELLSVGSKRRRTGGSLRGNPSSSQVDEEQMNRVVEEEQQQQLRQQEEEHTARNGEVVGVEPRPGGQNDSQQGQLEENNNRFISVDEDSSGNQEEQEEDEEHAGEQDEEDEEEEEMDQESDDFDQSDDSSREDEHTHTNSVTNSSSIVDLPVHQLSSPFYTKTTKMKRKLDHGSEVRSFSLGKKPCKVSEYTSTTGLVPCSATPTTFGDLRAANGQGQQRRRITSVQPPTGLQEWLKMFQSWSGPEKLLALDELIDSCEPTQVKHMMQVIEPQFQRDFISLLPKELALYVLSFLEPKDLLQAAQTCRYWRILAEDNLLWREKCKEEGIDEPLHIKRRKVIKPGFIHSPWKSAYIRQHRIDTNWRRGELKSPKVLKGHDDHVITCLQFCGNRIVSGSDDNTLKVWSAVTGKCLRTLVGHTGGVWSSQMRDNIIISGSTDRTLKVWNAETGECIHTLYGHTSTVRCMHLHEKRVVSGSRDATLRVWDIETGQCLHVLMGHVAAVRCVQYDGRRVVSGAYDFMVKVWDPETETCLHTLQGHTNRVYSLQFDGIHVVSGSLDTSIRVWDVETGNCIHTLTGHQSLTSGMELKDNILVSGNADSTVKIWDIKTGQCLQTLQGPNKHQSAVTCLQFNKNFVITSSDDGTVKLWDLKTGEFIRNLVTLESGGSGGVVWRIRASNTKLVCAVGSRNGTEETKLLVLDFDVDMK
TEAD-YAP inh = TEAD-YAP interaction inhibition. inhibition, % at 9.12 µM. HEK-TIYL cells, TEAD-Gal4/YAP UAS-luciferase luminescence. actives 1.4% (n = 640,000). AID 1259422; in the data active means inhibition above about 32%;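 further: 0% = median of test compound wells and 100% = reference inhibitor wells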
* hit, by the source's call.

#	mol	GPR151 ag	MITF inh	FBW7 act	TEAD-YAP inh
1	O=c1oc(-c2cccc(S(=O)(=O)N3CCOCC3)c2)nc2sc3c(c12)CCCC3	-0.3	4.2	-0.2	4.8
2	COC(=O)C1=C(C)N=c2s/c(=C/c3cccs3)c(=O)n2C1c1cccs1 (stereo not given)	0.1	-11.2	-0.2	0.0
3	CC(=O)N/C(=C\c1ccc(F)cc1)C(=O)NC(Cc1c[nH]c2ccccc12)C(=O)O (stereo not given)	0.3	11.8	0.4	3.3
4	CC(C)N1C(=O)CN(C2CCCCCC2)C(=O)C1c1ccc(F)cc1 (stereo not given)	0.6	-4.2	-0.1	-3.5
5	O=c1[nH]c(O)c(/C=C2\C=NN=C2c2ccc(Cl)cc2)c(=O)[nH]1	-1.2	19.1	0.4	13.4
6	Cc1cc(C)cc(NC(=O)/C(=C/c2cccc([N+](=O)[O-])c2)NC(=O)c2cccs2)c1	-0.7	23.3	1.6	-4.2
7	COc1ccc(CNc2nccn3c(-c4cccc(C(C)=O)c4)cnc23)cc1	-0.5	15.6	-0.8	1.5
8	COc1ccc(-c2nc3cc(NC(=O)c4ccc(OC)c(OC)c4)ccc3o2)cc1	-0.4	6.6	0.3	-3.6
9	CCOC(=O)c1c(NC(=O)/C(C#N)=C/c2cccnc2)sc2c1CCCC2	2.7	-4.6	-0.1	4.4
10	Cc1ccc(C)c(-c2csc(NC(=O)c3ccc(S(=O)(=O)N4CC(C)CC(C)C4)cc3)n2)c1 (stereo not given)	2.9	6.4	0.2	12.5
11	CCC1CCCCN1C(=O)C1c2ccccc2C(=O)N2CCc3cc(OC)c(OC)cc3C12 (stereo not given)	-0.1	-1.2	0.0	20.2
12	COc1ccc(NC(=O)C/C(C)=N/NC(=O)c2ccncc2)c([N+](=O)[O-])c1	-0.1	9.4	1.2	-8.9
13	COc1cc2[nH]c(=S)nc(NCCCN3CCCCC3C)c2cc1OC (stereo not given)	-0.5	15.6	0.3	-3.0
14	Cc1ccc(-n2nc3c(c2NC(=O)c2ccccc2C)CSC3)cc1	1.7	6.9	0.0	-6.7
15	Cc1cccc(N2CCN(c3ncnc4c3c(-c3ccccc3)cn4-c3ccc(Cl)cc3)CC2C)c1 (stereo not given)	-0.9	3.9	0.1	0.7
16	C=CCn1c(C)nc2ccccc2c1=O	0.4	2.2	-0.1	-3.9

Exported in transposed form: entries from further up.
[12] COc1ccc(NC(=O)C/C(C)=N/NC(=O)c2ccncc2)c([N+](=O)[O-])c1
[13] COc1cc2[nH]c(=S)nc(NCCCN3CCCCC3C)c2cc1OC (stereo not given)
[14] Cc1ccc(-n2nc3c(c2NC(=O)c2ccccc2C)CSC3)cc1
compound no.,12,13,14
GPR151 ag,-0.1,-0.5,1.7
MITF inh,9.4,15.6,6.9
FBW7 act,1.2,0.3,0.0
TEAD-YAP inh,-8.9,-3.0,-6.7

Additional records.
#	mol	GPR151 ag	MITF inh	FBW7 act	TEAD-YAP inh
17	COC(=O)c1ccccc1NC1=NCCS1	-0.9	1.8	0.0	6.1
18	COc1ccc(-n2cnc3cc(C(=O)NCC(OC)OC)ccc32)cc1	-1.6	-8.0	-0.1	5.7
19	COc1ccc(OC)c(NC(=O)CSc2nnc3sc4ccccc4n23)c1	-0.8	17.6	0.1	11.2
20	O=C(Nc1ccccc1C(F)(F)F)c1ccccc1Cl	1.0	17.4	0.0	-3.0
21	FC(F)(F)c1cccc(Oc2ncnc3scc(-c4ccccc4)c23)c1	0.0	2.6	0.2	-9.5
22	COc1ccc(OCC(=O)NNC(=O)Nc2cccc(Cl)c2)cc1	1.6	-6.5	-0.1	8.2
23	CSCCC(C(=O)N1CCCCC1)N1C(=O)c2cc(Cl)c(Cl)cc2C1=O (stereo not given)	-0.7	-16.7	-0.1	4.0
24	COc1cccc(-n2cc(C(=O)NCCC(=O)NCc3ccccc3OC)c3ccccc3c2=O)c1	1.1	13.2	0.1	6.0
25	CCCCCOC1C(C2COC3(CCCCC3)O2)OC2OC3(CCCCC3)OC21 (stereo not given)	0.4	-2.8	-0.1	-3.8
26	CCc1cc2c(=O)c(-c3ccc(F)cc3)c(C)oc2cc1OCC(=O)O	1.4	0.1	-0.1	1.0
27	COc1ccc(S(=O)(=O)NCC(O)c2ccc(C)o2)c(C)c1 (stereo not given)	0.7	3.1	-0.2	6.4
28	CN(C)/N=C/c1ccc(OC(=O)c2cccc([N+](=O)[O-])c2)cc1	0.0	7.5	0.3	7.0
29	Cc1ccc(CNc2nc3ccc(Cl)cc3n3cnnc23)cc1	-0.6	0.1	-0.1	-6.6
30	COc1ccccc1N1CCN(C(=O)/C=C/c2cc(OC)c(OC)c(OC)c2)CC1	-1.4	-8.3	0.0	4.1
31	NC(=O)c1ccc(NC(=O)COC(=O)c2ncc(Cl)c(Cl)c2Cl)cc1	-1.5	5.2	0.1	3.5
32	NC(=O)c1ccccc1OCCOc1cccc(Br)c1	1.3	-11.8	0.1	-16.0
33	C/C(=N/O)c1ccc2ccccc2c1	-1.0	6.2	0.1	-6.0
34	c1ccc2c(c1)nc(SC1CCCCC1)c1nnnn12	0.2	0.9	0.0	-7.1
35	Cc1cccnc1C(NC(=O)C1CCN(C(=O)c2ccc(C#N)cc2)CC1)c1cccs1 (stereo not given)	-0.2	-1.2	0.0	3.4
36	O=C(CC1C(=O)NCCN1Cc1cccs1)NCc1ccccc1OC(F)(F)F (stereo not given)	3.9	-2.8	0.0	1.0
37	O=C(Nc1sc2c(c1C(=O)Nc1ccc(Cl)cc1)CCCC2)c1ccccc1	-0.4	-4.8	-0.1	-7.0
38	COc1ccc(-c2nc(SC)n[nH]2)cc1OC	0.0	-1.8	0.0	-1.0
39	COc1ccc(OCC(=O)Nc2ccc(-c3nc4cc(C(C)C)ccc4o3)cc2)cc1	-0.5	3.5	0.1	47.9*
40	O=C(/C=C/c1ccccc1)N1CCN(c2nc(N3CCOCC3)nc(-n3ccnc3)n2)CC1	0.8	12.6	0.1	-4.0
41	COc1ccc(/C=C2/C(=O)NC(=O)N(CCc3ccc(F)cc3)C2=O)cc1OC	0.9	-1.2	-0.6	-2.1
42	CCc1cc(C(=O)NCCN2Cc3ccccc3OC(c3ccsc3)C2)n(C)n1 (stereo not given)	2.6	-4.3	-0.2	-6.7
43	CCOc1cc(C2NC(=O)NC(C)=C2C(=O)OCC(F)(F)F)ccc1O (stereo not given)	1.5	-0.5	-0.1	-5.4
44	O=C(CCC(=O)Nc1ccccc1)NNC(=O)CCc1ccccc1	-0.4	8.7	0.2	1.5
45	NNC(=O)c1nnn(-c2nonc2N)c1CSc1ccccc1	1.4	1.2	0.3	0.8
46	Cc1ccc2nc(SCC(=O)Nc3ccc(S(N)(=O)=O)cc3)[nH]c2c1	-1.3	-8.6	0.2	5.9
47	OCCCNc1cc(-c2ccc(F)cc2)nc(-c2ccccn2)n1	-1.8	13.2	-0.8	20.2
48	Cc1csc(N)[n+]1CC(=O)c1ccccc1	-0.5	6.3	0.0	-45.7
49	COc1cc(Nc2cc(Nc3ccnn3C)ncn2)cc(OC)c1OC	-1.2	13.8	-0.1	-16.0
50	O=[N+]([O-])c1ccc(N2CCCc3ccccc32)c([N+](=O)[O-])c1	4.5	61.5*	-0.4	16.5
51	CC(Oc1ccc2c3c(c(=O)oc2c1)CCC3)c1ccccc1 (stereo not given)	1.8	-7.8	0.1	-58.4
52	Cc1nn(CC(=O)NCc2ccccc2)c(=O)c2cccn12	3.0	-9.8	0.0	-0.7
53	O=C1N[C@@H](Cc2ccc(O)cc2)C(=O)N2CCN(C(=O)c3cccc(Cl)c3)C[C@H]12	0.5	-15.5	-0.1	5.6
54	O=C(COC(=O)c1ccccc1Cl)c1ccc(-c2ccccc2)cc1	-0.1	-8.5	0.2	-3.4
55	CN(C)CCCNC(=O)c1cccc(-c2cncc(-c3cccc(O)c3)n2)c1	-0.8	2.2	-0.1	-19.9
56	OCCCNc1nccn2c(-c3ccccc3Oc3ccccc3)cnc12	-0.3	12.3	0.6	-36.0
57	CC(C)CNc1ncc(-c2ccsc2)n2ccnc12	1.0	13.1	0.4	-75.7
58	COc1cccc(-c2cncc(-c3ccc(N4CCN(C)CC4)nc3)n2)c1	0.7	-15.2	-0.1	5.5
59	CCCCN(C)CCCN(Cc1ccco1)C(=S)Nc1cccc(Cl)c1C	-1.4	18.4	-0.1	4.3
60	CC1(C)CC(=O)C2=C(C1)N(c1cccc([N+](=O)[O-])c1)C(N)=C(C#N)C2c1ccc(C(C)(C)C)s1 (stereo not given)	-0.3	10.6	0.2	-4.2
61	O=c1[nH]c(/C=C\c2cccnc2)c([N+](=O)[O-])c(=O)[nH]1	0.0	5.7	-0.4	-5.8
62	C/C(N)=C(/C#N)C(=O)COC(=O)CC(NC(N)=O)c1ccc(Cl)cc1 (stereo not given)	-0.3	11.2	-0.2	0.4
63	Fc1cnc(Nc2ccc(Cn3ccnc3)cc2)nc1-c1cccc(N2CCOCC2)c1	2.6	24.2	0.8	84.8*
64	COC(=O)c1cnn(C(=O)c2cc(OC)ccc2Br)c1N	-1.5	2.3	0.0	-4.7
65	CC(C)(C)Cc1nnc(NC(=O)c2ccc(Cl)c([N+](=O)[O-])c2)s1	0.6	-6.9	-0.2	-0.1
66	COc1ccc(S(=O)(=O)Nc2cc(SCC(=O)O)c(O)c3ccccc23)cc1	0.0	4.2	-0.3	-3.6
67	CCN1CCCC1CNC(=O)c1nn(-c2ccccc2OC)c(=O)c2ccccc12 (stereo not given)	2.6	11.6	0.0	-15.3
68	CCOC(=O)c1cc(S(=O)(=O)NCc2ccccc2Cl)cn1C	-1.8	2.6	-0.1	9.0
69	N=c1occ(C(=O)c2cc(Cl)ccc2O)cc1C(=O)NC1CC1	-0.6	2.4	0.8	14.2
70	CNc1oc(-c2ccccc2Cl)nc1C#N	2.0	-11.1	-0.1	-24.4
71	Cc1ccccc1C(=O)Oc1ccc(C#N)cc1	-0.6	14.6	0.5	3.5
72	C/C(=N\Nc1ccc([N+](=O)[O-])cc1[N+](=O)[O-])c1cc2cc(Cl)ccc2oc1=O	1.2	20.2	0.7	1.8

(cont.)
#	mol	GPR151 ag	MITF inh	FBW7 act	TEAD-YAP inh
73	COc1cccc(C2CC(c3ccccc3C)n3nc(N)nc3N2)c1 (stereo not given)	0.3	-1.3	-0.1	-2.1
74	COc1ccc(OC)c(N/C=C/C(=O)C(C)(C)C)c1	-0.3	12.9	-0.4	2.0
75	CCC1CCCCN1C(=O)NC(=O)c1ccccc1 (stereo not given)	-0.5	19.2	0.7	-12.0
76	O=C1NC(=O)/C(=C\c2ccc(Cl)s2)N1	0.4	-1.4	-0.1	-9.2
77	CC1CCN(Cc2ccc(NC(=O)Nc3cn(C)c(=O)c4ccccc34)cc2)CC1	0.9	-18.1	0.1	19.4
78	COc1ccc(OCC(=O)Nc2ccc3c(c2)oc2ccccc23)cc1	-0.4	19.1	0.1	4.3
79	Cc1ccc(NS(=O)(=O)c2ccc3c(c2)NC(=O)CC(=O)N3)cc1C	0.8	-23.6	0.2	-1.4
80	Cc1ccccc1-c1noc(-c2ccccc2C(=O)NCc2cccnc2)n1	1.4	-5.5	0.1	13.0
81	Cc1ccc(S(=O)(=O)NCc2ccccc2Cl)cc1C(N)=O	-2.1	2.2	-0.1	8.8
82	O=C(CN1C(=O)c2ccccc2C1=O)NCC(=O)OCC(=O)c1ccc(-c2ccccc2)cc1	-0.8	12.0	0.1	3.2
83	Cc1nn(C)c(C)c1-c1ncc(C(=O)NCc2cccnc2)s1	-1.1	31.0	0.2	-0.1
84	CCCCNC(=O)c1ccc2c(c1)ncn2-c1cc(OC)ccc1OC	0.6	-8.1	0.3	1.2
85	CCCCNC(=O)c1ccccc1NC(=O)c1cccc(NC(=O)C(C)C)c1	0.5	-0.7	-0.1	3.0
86	COc1cc(/C=C2\C(=O)NN(c3cccc(Cl)c3)C2=O)cc(OC)c1OC	-0.9	-1.4	0.1	10.7
87	Nc1c(C(=O)c2ccc(Br)s2)oc2ccc(Cl)cc12	0.3	6.8	0.1	-6.7
88	COC(=O)C(Cc1ccc(O)cc1)NC(=O)C(C)(C)C (stereo not given)	0.6	10.0	0.1	-3.8
89	Cc1cc(O)c(C=Nc2cccc(Cl)c2)c(=O)o1	-1.0	12.1	0.4	2.6
90	C=CCn1c(NN)nc2c1c(=O)n(C)c(=O)n2C	-0.3	12.3	-0.3	-0.2
91	COc1cccc(CC(=O)N2CCCC(c3[nH]ncc3C(C)C)C2)c1 (stereo not given)	-0.1	9.5	0.0	10.0
92	COc1ccc(NC(=O)c2oc3ccccc3c2NC(=O)COc2ccccc2OC)cc1	3.2	4.2	-0.1	-3.5
93	Cc1ccc(C2=NN(S(C)(=O)=O)C(c3cc4cc5c(cc4nc3Cl)OCO5)C2)cc1 (stereo not given)	1.1	19.5	0.1	4.0
94	Cc1cc(CN(C)C(=O)CCN2Cc3cc(Cl)ccc3OC(C)C2)on1 (stereo not given)	0.2	13.5	0.1	6.3
95	CCOC(=O)c1c(NC(=O)/C=C/c2ccc(Cl)cc2Cl)sc(C(C)=O)c1C	0.3	23.8	0.1	5.0
96	N#Cc1c(SCC(=O)c2ccccc2)nc2c(c1-c1cccs1)CCCC2	-0.5	-3.8	0.2	15.4
97	CCOC(=O)C1=C(C)OC(N)=C(C#N)C1c1ccccc1OCC (stereo not given)	1.0	1.5	0.0	3.4
98	c1ccc(Nc2cc(NCCOc3ccccc3)ncn2)cc1	-0.1	6.9	0.2	-24.8
99	C=CCOC(=O)COc1ccc2c(CC)cc(=O)oc2c1C	-0.6	4.7	0.8	-3.5
100	N#Cc1cc([N+](=O)[O-])ccc1NC(=O)COC(=O)CN1C(=O)C2CCCCC2C1=O (stereo not given)	0.2	-4.5	-0.1	3.5
101	CCCCC(=O)c1ccc2c(c1)Cc1ccccc1-2	-1.4	-0.1	0.0	-11.9
